From PubChem
D1 ag: Allosteric Agonists of the Human D1 Dopamine Receptor: qHTS. HEK293 T-REx D1 cells, calcium flux, agonist mode. activation, % at 2 µM. 360,000 tested, 1% active; also: 0% is about no effect
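Agonism was scored from calcium flux recorded over 180 s (1 read/s) after pintool compound addition, following a 10-cycle baseline. Cells were inducible force-coupled HEK293 TREx D1, plated overnight at 30 C and loaded with no-wash calcium dye.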
D2 agonist: HTS Assay for Allosteric Agonists of the Human D2 Dopamine Receptor: Primary Screen for Agonists; 340,000 tested, 0.53% active; activation, % at 2 µM; HEK293 T-REx D2 cells, calcium flux agonist mode; D(2) dopamine receptor (Homo sapiens), P14416;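 active = activation over 3 SD above normal in the single-dose calcium agonist read, cut at about 30% in these data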; also: 0% is about no effect
Target sequence (P14416 whole entry, looked up): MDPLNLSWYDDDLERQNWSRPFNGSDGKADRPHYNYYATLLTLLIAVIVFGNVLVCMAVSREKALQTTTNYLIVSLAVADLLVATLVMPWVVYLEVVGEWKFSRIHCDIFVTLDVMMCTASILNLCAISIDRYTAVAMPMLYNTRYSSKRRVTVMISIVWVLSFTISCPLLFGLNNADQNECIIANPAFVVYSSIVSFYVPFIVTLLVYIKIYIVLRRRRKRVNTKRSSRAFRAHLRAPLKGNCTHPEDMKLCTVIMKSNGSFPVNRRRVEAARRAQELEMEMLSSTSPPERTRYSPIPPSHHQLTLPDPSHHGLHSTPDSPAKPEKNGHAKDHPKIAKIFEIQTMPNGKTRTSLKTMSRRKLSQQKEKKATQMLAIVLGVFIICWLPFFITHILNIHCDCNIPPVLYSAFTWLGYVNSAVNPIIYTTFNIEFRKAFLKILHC
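Tetracycline-induced HEK293 T-REx cells with force-coupled D2 receptor, plated overnight at 30 C, loaded with no-wash calcium dye. After a 10 s baseline, compound was pin-added and calcium flux read kinetically for 180 s; calcium rises flagged agonists.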
D1 antagonist: Antagonist of Human D 1 Dopamine Receptor: qHTS | D(1A) dopamine receptor (Homo sapiens), P21728 | 360,000 tested, 3.2% active | HEK293 TREx D1 cells, calcium flux, dopamine EC80; active compounds read low | activity change, negative = inhibition, % at 10 µM; in the data active = activity change below about -30%; also: % is scaled to controls: 0 for no effect and ±100 for the full control effect
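Tetracycline-induced HEK293 Trex D1 cells, force-coupled to calcium, dye-loaded; compounds added and read 180 s, then EC80 dopamine added and calcium flux tracked kinetically another 180 s.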
D1 PAM: Potentiators of Human D1 Dopamine Receptor: qHTS. HEK293 TREx D1 cells, calcium flux, dopamine EC20 potentiation. potentiation, % at 10 µM. 360,000 tested, 0.036% active. AID 504651, 2011; in the data active = potentiation above about 30%; also: 0% is about no effect
TRHR PAM: qHTS for Small Molecule Agonists and Allosteric Enhancers of Human TRH Receptor: Primary Screen for Enhancers; Thyrotropin-releasing hormone receptor (Homo sapiens), P34981; TRHR cells, fluo-8 calcium fluorescence, EC20 TRH enhancement; enhancement, % at 2 µM; 360,000 tested, 0.66% active; AID 493056, 2011; in the data active = enhancement above about 30%; also: 0% is about no effect
Target sequence (P34981 whole entry, looked up): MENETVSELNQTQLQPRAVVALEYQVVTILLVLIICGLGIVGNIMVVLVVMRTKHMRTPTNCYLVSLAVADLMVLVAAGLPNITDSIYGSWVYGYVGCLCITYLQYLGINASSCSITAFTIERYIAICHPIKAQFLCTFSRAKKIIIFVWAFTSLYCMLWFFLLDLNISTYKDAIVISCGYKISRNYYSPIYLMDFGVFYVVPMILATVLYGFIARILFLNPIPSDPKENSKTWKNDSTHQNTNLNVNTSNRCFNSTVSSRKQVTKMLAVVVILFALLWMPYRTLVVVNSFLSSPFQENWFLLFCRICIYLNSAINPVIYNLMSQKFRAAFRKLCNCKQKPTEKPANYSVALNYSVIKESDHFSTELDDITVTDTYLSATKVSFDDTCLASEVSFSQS
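Enhancer read-out: after compound pinning and an initial kinetic agonist-mode read, an EC20 of TRH (10 nM final) was injected and fluo-8 calcium signal (Ex 480/Em 530) followed at 1 s/cycle for 100 cycles in TRHR-expressing cells.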
TRHR agonist: qHTS for Small Molecule Agonists and Allosteric Enhancers of Human TRH Receptor: Primary Screen for Agonists; TRHR cells, calcium flux fluo-8, FDSS agonist mode; activation, % at 2 µM; 360,000 tested, 0.18% active; also: 0% is about no effect
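Read-out: compound-evoked intracellular calcium rise in TRHR cells, fluo-8 dye, kinetic FDSS fluorescence at 1 s/cycle following a 10-cycle baseline. Cells cultured overnight before dye loading (30 min–1.5 h, RT).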
RXFP1 antagonist: qHTS Assay for Antagonists of the Relaxin Receptor RXFP1 | 350,000 tested, 0.59% active | activity change, negative = inhibition, % at 57.5 µM | AID 1259400, 2018 | HEK293-RXFP1, relaxin-stimulated cAMP HTRF, 30 min; active compounds read low | Relaxin receptor 1 (Homo sapiens), Q9HBX9;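 active = activity change of -60% or lower, but not beyond a set lower limit; inconclusive = change between -60% and -40%, or beyond the set limit; inactive = change above -40%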; also: % is scaled to controls: 0 for no effect and ±100 for the full control effect
D2 antagonist: HTS Assay for Allosteric Antagonists of the Human D2 Dopamine Receptor: Primary Screen for Antagonists; 340,000 tested, 2% active; inhibition, % at 10 µM; AID 485344, 2010; D(2) dopamine receptor (Homo sapiens), P14416; HEK293 TREx D2 cells, calcium flux, dopamine EC80; in the data active = inhibition above about 30%; also: 0% is about no effect
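Calcium mobilization kinetics were recorded at 1 s intervals in tetracycline-induced HEK293 T-REx D2 cells, first for 180 s after compound addition and then 180 s after EC80 dopamine.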
D2 PAM: HTS Assay for Positive Allosteric Modulators of the Human D2 Dopamine Receptor: Primary Screen for Potentiators | potentiation, % at 10 µM | 340,000 tested, 0.34% active | HEK293 T-REx D2, calcium flux, EC20 dopamine potentiation | AID 485347, 2010;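 active = potentiation over 3 SD above the plate norm, cut at about 30% in these data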; also: 0% is about no effect
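Cells plated with tetracycline inducer and held overnight at 30 C; calcium dye loaded 30–90 min at room temperature; baseline taken, compound added and read 180 s; EC20 dopamine then added and read 180 s.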
The depositor's hits bear a star; ? = inconclusive; . = not tested or not shown. Rule as the data show it, unless noted: active = activation above about 30%; inactive = the rest.

Structure	D1 ag	D2 agonist	D1 antagonist	D1 PAM	TRHR PAM	TRHR agonist	RXFP1 antagonist	D2 antagonist	D2 PAM
CC(/C=C/c1ccco1)=N\NC(=O)CNc1ccc2ccccc2c1	2.2	-0.1	1.8	-1.9	5.5	-1.0	-10.8	-4.8	0.4
O=C(NCc1ccccn1)C(=O)NN=C1CCCCCCC1	1.9	-1.0	-0.1	-2.4	-10.7	-1.8	5.2	0.2	-3.0
Cc1ccc(S(=O)(=O)Nc2cccc3c2CCCC3)cc1	6.5	0.1	-31.9*	-2.5	15.0	-0.9	6.9	-3.9	-6.8
CC(C)(C)Cc1nc2ccccc2n1CCc1ccccc1	2.5	0.8	-27.5	-2.8	1.2	0.0	?	0.5	-1.2
O=c1c2c(-c3ccccc3)csc2ncn1/N=C/c1cccc([N+](=O)[O-])c1O	2.2	0.0	-9.1	-9.9	0.5	-0.1	-21.6	5.2	-7.4
CCOc1ccccc1CNC(=O)C1CCN(S(=O)(=O)c2cccc3nonc23)CC1	0.0	-0.1	-1.1	1.7	-9.5	-0.7	-0.6	.	11.5
Cc1cc(C)n2nc(C(=O)NCc3ccccc3)cc2n1	7.7	1.0	0.9	5.8	-6.0	-0.3	14.3	12.2	0.8
CN(Cc1ccccc1)C(=O)COC(=O)c1ccc(=O)n(Cc2ccccc2)n1	1.4	0.1	-11.2	-12.4	13.0	0.0	-9.5	-0.1	0.7
O=C(Nc1ccc2c(c1)CCCN2C(=O)c1cccs1)c1cccc(C(F)(F)F)c1	1.4	.	-58.0*	-0.8	-3.7	0.5	-3.9	.	.
Cc1ccccc1NC(=O)c1ccc(Nc2c([N+](=O)[O-])cc([N+](=O)[O-])c3ccccc23)cc1	3.4	0.3	-2.3	0.6	-9.7	0.0	-25.0	-12.1	-7.4
CN1CCN(NC(=S)Nc2ccccc2)CC1	1.0	0.1	-16.9	-11.7	-25.8	3.7	-7.0	10.3	-13.9
Cc1ccc(NC(=O)CC2NCCNC2=O)cc1 (configuration not stated)	1.1	-0.1	4.9	-3.9	1.3	-0.4	1.0	1.9	-7.8

Reprinted from the part before: 3 entries; new compounds follow.
Structure	D1 ag	D2 agonist	D1 antagonist	D1 PAM	TRHR PAM	TRHR agonist	RXFP1 antagonist	D2 antagonist	D2 PAM
Cc1ccccc1NC(=O)c1ccc(Nc2c([N+](=O)[O-])cc([N+](=O)[O-])c3ccccc23)cc1	3.4	0.3	-2.3	0.6	-9.7	0.0	-25.0	-12.1	-7.4
CN1CCN(NC(=S)Nc2ccccc2)CC1	1.0	0.1	-16.9	-11.7	-25.8	3.7	-7.0	10.3	-13.9
Cc1ccc(NC(=O)CC2NCCNC2=O)cc1 (configuration not stated)	1.1	-0.1	4.9	-3.9	1.3	-0.4	1.0	1.9	-7.8
CCCNc1nc2c(c(=O)n(C)c(=O)n2C)n1CCc1ccccc1	-1.7	0.8	-5.3	-0.3	2.2	-0.7	4.4	0.4	0.3
CC(C)N(C(=O)C(=O)c1cccn1-c1ccccc1C#N)C(C)C	2.9	1.3	-4.8	2.2	-4.4	1.6	-0.4	20.7	-11.7
Cc1ccc(-c2csc(N3CCN(c4ccc5nc(-c6ccncc6)n(CCN6CCCCC6)c5c4)CC3)n2)cc1	1.6	-0.3	8.1	-3.8	5.5	-0.8	.	10.2	-1.7
COc1ccc(-c2nc(NCCCN(C)C)c3ccccc3n2)cc1	1.6	-0.1	0.1	-14.2	2.1	0.5	4.5	4.1	4.5
COc1ccc(NC(=O)COc2cccc3c2OC(C)(C)C3)c(OC)c1	6.1	-1.4	4.9	2.3	7.5	0.0	-4.4	2.6	14.4
CC(C)(C)[C@@H]1C=C(C(=O)NC2CC2)O[C@H](OCc2ccc(CO)cc2)C1	-4.1	.	-9.4	3.6	-3.7	0.2	.	.	.
O=C(/C=C/c1ccc(Cl)cc1)NC1CCS(=O)(=O)C1 (configuration not stated)	2.7	-0.4	2.0	-3.3	-2.5	0.4	-0.2	-5.7	-1.7
COc1ccc(CCNC(C)C(=O)Nc2ccc(S(N)(=O)=O)cc2)cc1 (configuration not stated)	2.1	1.6	-0.7	-7.0	5.9	0.2	-10.5	-0.6	13.2
CCOc1ccc2nc(N(Cc3cccnc3)C(=O)c3ccc4c(c3)OCCO4)sc2c1	3.9	-0.4	3.4	-0.8	1.6	0.5	0.0	.	7.6
O=C(COC(=O)c1ncc(Cl)c(Cl)c1Cl)NNC(=O)c1ccccc1	-0.9	0.1	-1.8	-3.5	5.1	0.1	-3.9	-4.8	-9.6
COc1ccc(NC(=O)/C(=C\c2ccncc2)NC(=O)c2ccccc2)cc1	0.8	.	-9.8	-10.4	-7.9	-1.0	-2.0	7.9	-3.9
Cc1cn2c(=O)c(S(=O)(=O)NCc3ccccc3Cl)c(C)nc2s1	0.2	0.2	-0.3	0.3	0.2	-0.2	-0.7	.	-5.6

Given with each value named: 2 of the compounds above.
smiles: COc1ccc(NC(=O)COc2cccc3c2OC(C)(C)C3)c(OC)c1
  D1 ag = 6.1 | D2 agonist = -1.4 | D1 antagonist = 4.9 | D1 PAM = 2.3 | TRHR PAM = 7.5 | TRHR agonist = 0.0 | RXFP1 antagonist = -4.4 | D2 antagonist = 2.6 | D2 PAM = 14.4
smiles: CC(C)(C)[C@@H]1C=C(C(=O)NC2CC2)O[C@H](OCc2ccc(CO)cc2)C1
  D1 ag = -4.1 | D2 agonist = . | D1 antagonist = -9.4 | D1 PAM = 3.6 | TRHR PAM = -3.7 | TRHR agonist = 0.2 | RXFP1 antagonist = . | D2 antagonist = . | D2 PAM = .

Carrying on:
Structure	D1 ag	D2 agonist	D1 antagonist	D1 PAM	TRHR PAM	TRHR agonist	RXFP1 antagonist	D2 antagonist	D2 PAM
CCCc1nnc(NC(=O)C2CCCO2)s1 (configuration not stated)	1.2	0.5	2.9	-4.6	1.4	-0.1	-6.5	-4.6	1.2
COc1cc(CCC(=O)NNC(=O)c2ccc(C)cc2)cc(OC)c1OC	-4.2	0.0	2.7	1.4	3.3	0.6	6.0	-3.9	6.9
Cc1ccc(-c2csc3nc[nH]c(=S)c23)cc1	2.4	.	-7.6	-1.1	0.2	-0.6	?	.	.
NS(=O)(=O)c1ccc(CCNC(=O)Cc2ccc(S(=O)(=O)N3CCCC3)s2)cc1	3.5	0.4	-18.0	-2.9	0.0	0.2	-10.6	1.8	-1.9
O=C(N/N=C/c1ccc(O)c([N+](=O)[O-])c1)C(O)(c1ccccc1)c1ccccc1	3.8	-0.4	-6.9	-6.3	3.8	-0.5	2.1	21.2	-0.9
O=C(CCc1nc(-c2ccccn2)no1)NCc1ccc2c(c1)OCO2	2.9	-0.6	-10.5	-6.5	-5.3	-0.4	-16.4	10.9	5.2
COc1ccccc1CNC(=O)c1nn(C)c2c1CS(=O)(=O)c1ccccc1-2	2.5	-1.9	-27.8	-10.8	-19.1	-1.0	0.7	-11.2	0.0
CC(=O)NC1=NN(C(C)=O)C(C)(c2cccs2)S1 (configuration not stated)	1.1	-0.5	-4.0	8.9	-1.9	-0.1	-1.6	-4.1	17.8
CC(C)(C)NS(=O)(=O)c1ccc(NC(=O)C2CC(=O)N(CCc3ccc(F)cc3)C2)cc1 (configuration not stated)	0.8	0.4	-10.2	.	15.0	-1.6	-16.0	-9.0	9.5
COc1ccc(CNC(=O)c2ccc(Cl)c(S(=O)(=O)N3CCOCC3)c2)cc1OC	5.8	0.5	-9.0	0.1	-2.8	0.1	3.7	4.9	6.3
CC(C)(C)S(=O)(=O)c1ccc2nc3c(n2c1)CCCC3	1.1	0.8	0.1	0.5	4.2	-0.2	8.8	-17.1	6.0
CCn1c(SCC(=O)N(C)C2CCS(=O)(=O)C2)nnc1-c1ccccc1 (configuration not stated)	1.5	0.5	-64.5*	-12.8	10.8	-1.0	6.8	-31.8	9.0
O=C(Nc1ccccc1F)C(=O)Nc1cccc2ccccc12	2.1	-3.0	-4.5	0.8	24.4	-2.4	-7.1	-6.0	6.6
COc1ccccc1NCCC(=O)OCC(=O)Nc1ccc(Cl)cn1	3.6	0.4	-6.3	-0.1	-3.5	0.0	-5.6	-9.1	-11.0
Cc1ccc(C(CNS(=O)(=O)c2ccc(C)cc2)N2CCN(C)CC2)cc1 (configuration not stated)	8.9	-0.3	-8.1	-0.9	4.9	0.1	-4.2	-10.3	-17.9
Cc1ccccc1CNC(=O)C1CCC(=O)N(C2CC2)C1 (configuration not stated)	2.1	0.4	-24.4	11.4	-8.2	-0.8	-1.2	14.4	-8.4
CCC(C(=O)Nc1nccs1)(C(F)(F)F)C(F)(F)F	8.6	2.6	-7.6	2.5	-3.7	3.6	-6.0	-0.3	-5.9
Nc1ccc(-c2ccc(N)cc2C(F)(F)F)c(C(F)(F)F)c1	-2.6	-0.6	24.4	-3.8	5.2	-1.4	-11.3	11.0	-2.2
CC1CCC2(CC1)NC(=O)N(CC(=O)c1cccn1C)C2=O (configuration not stated)	0.3	-0.7	-2.7	-1.6	-3.5	-0.3	-4.5	26.0	-7.1
CCN(CC)S(=O)(=O)c1ccc(Cl)c(NC(=O)COc2ccc3c(C)cc(=O)oc3c2)c1	6.9	-1.3	24.6	-3.9	17.1	-2.3	.	-22.3	4.8
NC(=O)c1ccc(NC(=O)c2cc(S(=O)(=O)N3CCCCC3)ccc2N2CCOCC2)cc1	0.4	0.4	-12.2	-2.2	-8.7	0.3	0.4	4.4	-4.8
Cc1c(Cl)cccc1NC(=O)Nc1nnc(N(C)Cc2ccccc2)s1	0.9	-0.7	-6.1	4.0	-2.7	-0.8	-16.3	.	5.9
COc1ccc(NC(=O)C(c2ccccn2)N(C(C)=O)c2ccc(C)cc2)cc1 (configuration not stated)	0.1	1.4	4.9	-2.5	-2.8	0.1	.	-2.6	4.9
CC1CCN(CCCCOc2ccc(C(C)(C)C)cc2)CC1	40.6*	0.7	-4.3	-6.7	-2.9	1.5	2.5	32.6*	-19.7
CCOC(=O)c1cccc(NC(=O)c2cc(S(=O)(=O)N3CCCC3)cn2C)c1	2.5	-1.5	-0.6	-1.9	-3.8	-0.3	8.0	.	-3.9
O=C(O)c1ccc(COc2ccccc2Cl)cc1	2.1	0.2	-4.5	5.3	2.5	-0.9	3.6	10.4	-5.8
CCCCCOC(=O)C1[C@H]2C(=O)N(CCCOC)C[C@]23C=C[C@H]1O3 (some centres not stated)	2.7	0.2	9.8	1.2	-8.1	0.4	-10.3	2.5	-1.3
COc1ccc(S(=O)(=O)c2ccc(OC)cc2)cc1	0.7	.	.	-0.4	-0.9	-0.2	8.1	.	.
O=C(Nc1ccc(F)cc1F)NC1CCCc2ccccc21 (configuration not stated)	1.2	0.4	7.5	0.6	0.1	0.5	-11.5	2.8	3.1
